From PubChem BioAssay
TRPV1 agonist: activates the human vanilloid receptor TRPV1; Q8NER1; AID 540275; 320,000 tested, 0.19% active; activation, % at 8.33 µM; TRPV1-expressing cells, Fluo-8 calcium influx, agonist mode; in the data active = activation above about 80%; inconclusive = between about 30% and that limit; also: 0% is about no effect
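TRPV1-expressing cells were cultured overnight at 35.5C and loaded with Fluo-8 calcium dye for 40 to 90 min at room temperature. After a 10 s baseline, compound was added and calcium influx was read kinetically for 3 min (ex 480/em 520 nm).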
CXXC DNA block: MLL CXXC-DNA interaction inhibition; Potency, µM (titrated, usually from 115 µM), without a hit: at the top dose activity change, negative = inhibition, actives largely listed as inhibitors; 290,000 tested, 0.037% active; Q03164; MLL-CXXC / FITC-HOXA9 DNA fluorescence polarization; AID 2662; active = well fitted inhibition curve with a large enough effect in the polarisation, with a control signal flat, not every such curve was filed as active; inconclusive = small, poorly fitted or top-dose-only effect, or effect the other way, or a change in a side signal; inactive = no such curve, though single readings can be large or run the other way; the % refers to the polarisation; also: potency is read from the fitted curve at half-maximal effect
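Purified MLL-CXXC (added from a 7 uM solution) was preincubated 5 min at ambient with pinned compounds in 50 mM Tris-HCl pH 7.5, 50 mM NaCl, 1 mM DTT, 0.05% BSA. Fluorescein-labeled HOX-A9 DNA (50 nM solution) followed, 30 min, then polarization read.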
hERG WT inh: KCNH2 (human, wildtype) channel inhibition; activity change, % at 1.84 µM; U2OS, BacMam KCNH2, thallium flux FluxOr; stronger effect = lower value; 340,000 tested, 0.37% active; Q12809;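 active = maximum activity change below -70%; inconclusive = maximum activity change between -70% and -50%; inactive = maximum activity change above -50%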; also: % is scaled to controls: 0 for no effect and ±100 for the full control effect
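U2OS cells transduced with wild-type KCNH2 virus are loaded with FluxOr dye for 45 min, and thallium flux is measured in kinetic reads before and after stimulation buffer. Rate constants are normalized to DMSO controls.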
MBNL1 CUG block: blocks human MBNL1 binding to CUG repeat RNA | Q9NR56 | TR-FRET MBNL1-His/biotin-(CUG)12 binding, 665/545 ratio | Potency, µM (doses to about 57.5 µM), for inactives: at the highest dose activity change, negative = inhibition, most hits filed as inhibitors | 280,000 tested, 0.036% active; active = well fitted inhibition curve with a large enough effect in the signal ratio, with a control signal flat, not every such curve was filed as active; inconclusive = small, poorly fitted or top-dose-only effect, or effect the other way, or a change in a side signal; inactive = no such curve, though single readings can be large or run the other way; the % refers to the signal ratio; also: potency is read from the fitted curve at half-maximal effect; % is scaled to controls: 0 for no effect and ±100 for the full control effect
Target sequence (Q9NR56 whole entry, looked up): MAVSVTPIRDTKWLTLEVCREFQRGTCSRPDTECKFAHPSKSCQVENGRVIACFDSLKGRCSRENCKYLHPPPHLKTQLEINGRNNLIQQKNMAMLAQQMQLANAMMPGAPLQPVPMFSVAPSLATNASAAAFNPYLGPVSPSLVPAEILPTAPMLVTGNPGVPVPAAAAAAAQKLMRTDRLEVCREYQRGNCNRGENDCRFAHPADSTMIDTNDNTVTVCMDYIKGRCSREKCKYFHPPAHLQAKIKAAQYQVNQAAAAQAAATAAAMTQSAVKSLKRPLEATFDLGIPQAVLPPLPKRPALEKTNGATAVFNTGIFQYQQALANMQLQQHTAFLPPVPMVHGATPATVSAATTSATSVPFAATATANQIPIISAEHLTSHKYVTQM
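Compounds (final 92 nM to 58 uM) are added to His-tagged MBNL1 and biotin-(CUG)12, then terbium anti-His antibody and streptavidin-XL665 (5 nM final). After 60 min at room temperature, the 665/545 nm ratio is read.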
ASM inhibitor: human S-ASM enzyme inhibition. P17405. placental ASM, HMU-PC fluorogenic substrate, 60 min. Potency, µM (series often up to 57.5 µM), for inactives: at the top dose activity change, negative = inhibition, usual class: inhibitors. 340,000 tested, 0.006% active; also: potency is read from the fitted curve at half-maximal effect
Target sequence (P17405 47-631 limits assumed): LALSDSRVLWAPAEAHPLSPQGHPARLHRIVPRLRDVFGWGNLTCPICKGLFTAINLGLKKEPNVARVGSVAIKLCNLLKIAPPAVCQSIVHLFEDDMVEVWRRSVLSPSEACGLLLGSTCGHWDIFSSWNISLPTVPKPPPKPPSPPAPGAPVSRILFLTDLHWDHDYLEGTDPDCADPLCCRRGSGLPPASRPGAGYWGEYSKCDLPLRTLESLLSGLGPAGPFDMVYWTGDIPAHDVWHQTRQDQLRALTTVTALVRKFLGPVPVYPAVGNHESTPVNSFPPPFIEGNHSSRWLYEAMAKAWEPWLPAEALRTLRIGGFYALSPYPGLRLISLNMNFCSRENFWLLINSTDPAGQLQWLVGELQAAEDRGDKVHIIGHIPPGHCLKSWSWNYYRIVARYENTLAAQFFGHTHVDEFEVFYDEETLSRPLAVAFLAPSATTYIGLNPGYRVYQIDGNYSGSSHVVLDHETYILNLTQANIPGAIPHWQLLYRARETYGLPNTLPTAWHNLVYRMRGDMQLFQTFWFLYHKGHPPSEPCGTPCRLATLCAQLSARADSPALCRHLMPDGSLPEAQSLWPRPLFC
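Fluorogenic HMU-PC substrate (9 uM final) is turned over by placental ASM in 60 min at 37 C after a 10 min compound preincubation. Reaction ended by alkaline stop (pH 10), with fluorescence read at 386/447 nm.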
GALK inhibitor: galactokinase (human) inhibition; P51570; Purified GALK, Kinase-Glo residual ATP luminescence; Potency, µM (top dose mostly 57.5 µM), inactives show at the highest dose activity change, negative = inhibition, usual class: inhibitors; 270,000 tested, 0.007% active; also: potency is read from the fitted curve at half-maximal effect; % is scaled to controls: 0 for no effect and ±100 for the full control effect
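Quantitative HTS: GALK 5 nM, ATP 35 uM, galactose 100 uM, 1 h room temperature, then luciferase-based ATP detection.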
KCNH2 3.1 inh: blocks the human KCNH2 3.1 channel isoform. U2OS KCNH2 3.1, thallium flux FluxOr; stronger effect = lower value. AID 720553. 340,000 tested, 0.95% active. activity change, % (tested at about 1.8 µM);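 active = maximum activity change below -70%; inconclusive = maximum activity change from -70% to -50%; inactive = maximum activity change above -50%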;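 also: thallium influx rate constant from kinetic fluorescence after stimulation buffer; % is scaled to controls: 0 for no effect and ±100 for the full control effect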
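Virally transduced U2OS (3.1 isoform, 4 h infection in dark at RT) → overnight 37 C → FluxOr + Red40 in HBSS/HEPES, 45 min → stimulation buffer, 2 min kinetic read → rate constant vs DMSO controls.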
A-T KAP1 phos: candidate therapy for ataxia-telangiectasia; […] A-T fibroblasts, KAP-1 phosphorylation AlphaLISA; neocarzinostatin DNA damage 30 min before lysis; 320,000 tested, 0.19% active; Potency, µM (titrated, usually from 57.5 µM), for inactives: at the top dose activation, most hits filed as activators; also: potency is read from the fitted curve at half-maximal effect; % of control where 0% means no effect; nearly all actives have a fitted effect of over 45% in size
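hTERT-immortalized A-T patient fibroblasts ([…]), 500 cells/well in OPTI-MEM, 1% FBS, got compounds for 60 min, then NCS for 30 min at 37C. Lysates were then assayed for phospho-KAP-1 by AlphaLISA (anti-pKAP1 donor, anti-KAP1 acceptor beads), 6 hr at 25C.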
Coupling enz: counter-screen for Giardia aldolase inhibitors: coupling enzyme system | coupling enzyme system counterscreen, AmpLite Red fluorescence | activity change, negative = inhibition, % at 58.2 µM, hits read low | 290,000 tested, 0.67% active; in the data active = activity change below about -30%; also: % is scaled to controls: 0 for no effect and ±100 for the full control effect
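Activity here indicates interference with the coupling reaction, not aldolase inhibition. Compounds at 57.5 uM final met coupling enzymes for 10 min at RT; substrate and AmpLite Red detection followed, with a 525/598 nm fluorescence read after 20 min.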
a7 integrin act: activators of alpha7 integrin expression for muscular dystrophy; 350,000 tested, 0.064% active; AID 624291; alpha7betagal myoblasts, beta-gal FDG fluorescence, 48 h; Potency, µM (titrated, usually from 38.3 µM), for the others: at the top dose activation, usual class: activators;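 also: potency is read from the fitted curve at half-maximal effect; 100% = response of the positive control SU9516; nearly all actives have a fitted effect of over 60% in size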
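alpha7betagal+/- myoblasts (passage 13, 250/well) treated 48 h at 37C with compounds at 1:260 dilution of DMSO stock. Lysed, then beta-galactosidase activity read as FDG fluorescence (ex 480/em 540) after 30 min, with pre-read for autofluorescence.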
* marks the source's active call; other numbers are inactive results; ? = inconclusive; nt = not tested or not shown; [ ] = remark or other dose. Unless noted, calls follow the shape of the dose curve; as a rule, active = well fitted curve in the direction sought with a large enough effect; inconclusive = small, poorly fitted or top-dose-only effect, or another doubt; inactive = no such curve, though single readings can be large; an effect the other way counts as inactive or inconclusive.

SMILES,TRPV1 agonist,CXXC DNA block,hERG WT inh,MBNL1 CUG block,ASM inhibitor,GALK inhibitor,KCNH2 3.1 inh,A-T KAP1 phos,Coupling enz,a7 integrin act
O=C(Nc1ccc(N2CCN(C(=O)c3ccco3)CC2)c(Cl)c1)c1cccs1,5,10%,2,0%,?,-2%,-33,1%,-4,2%
Cc1ccc(S(=O)(=O)N2CCC(NC(=O)c3cccc(C)c3)CC2)cc1,-1,1%,3,-7%,3%,1%,-3,4%,5,11%
CCOc1ccc(C(=O)C(C)OC(=O)c2nc(Cl)ccc2Cl)cc1 (stereo not drawn),-4,nt,-15,nt,-3%,nt,-2,11%,nt,19%
O=C(Cn1nnc(-c2ccccc2NC(=O)C2CC2)n1)NC1CCCCC1,10,-6%,29,-5%,2%,2%,10,6%,3,4%
O=C(NCc1ccccc1)c1cncc(Br)c1,-5,6%,-23,-16%,1%,2%,10,-20%,3,7%
Cc1cc(O)ccc1-c1cnc2ccccc2n1,3,4%,-4,?,-1%,3%,7,?,6,23%[7.66 µM]
Nc1nc(-c2cccc(NS(=O)(=O)c3ccccc3)c2)cs1,-3,-12%,-1,-5%,-6%,0%,8,15%,-10,-6%
Cc1ccc(C(=O)N/C(=C\c2cn(S(=O)(=O)N(C)C)c3ccccc23)C(=O)NCCCn2ccnc2)cc1,16,13%,2,23%,2%,-2%,-32,9%,1,-24%
CCOC(=O)c1ccc2c(c1)nc(C1CCN(S(=O)(=O)c3cccs3)CC1)n2CC,17,-13%,1,-1%,-9%,-4%,7,6%,-1,-45%
O=C(N/N=C\C=C\c1ccc2c(c1)OCO2)C1COc2cc3ccccc3cc2O1 (stereo not drawn),-3,-3%,4,12%,?,1%,4,2%,-1,-18%
COc1cc(C=O)ccc1OCc1cn(CC(=O)c2ccc(O)cc2)nn1,nt,nt,3,nt,-5%,nt,7,nt,nt,13%
Cc1cc(Cl)c(S(=O)(=O)NCC2CCCO2)cc1OCC(=O)NC1CCCCC1 (stereo not drawn),3,2%,7,-1%,0%,1%,-4,0%,1,-6%
CC1CCCCC1NC(=O)c1ccc(S(=O)(=O)N2CCCC2)cc1 (stereo not drawn),19,-8%,19,4%,0%,-2%,4,-3%,0,-34%
Cc1cc(NC(=O)COC(=O)CC2CCCC2)c([N+](=O)[O-])cc1C,18,2%,-13,?,-5%,-5%,-72*,10%,nt,?
O=C(Nc1c2c(nc3ccccc13)CCCC2)c1ccccc1F,19,15%,5,1%,2%,0%,-1,16%,3,-8%
Cc1cccc(NC(=O)C(=O)NCc2ccc3c(c2)OCO3)c1C,23,5%,-2,-5%,3%,0%,1,-8%[11.5 µM],-2,14%
O=C(NCc1ccncc1)C(=O)N/N=C/c1ccccc1OCc1ccccc1,?,4%,-3,-12%,0%,11%,-15,0%,3,3%
COc1cccc(NC(=O)CN(C)C(=O)C(CCSC)NC(=O)c2ccco2)c1 (stereo not drawn),0,nt,-1,nt,8%,nt,2,-3%,nt,-18%
CCN1CCN(c2ccc(S(=O)(=O)N3CCCCC3)cc2NC(=O)/C=C/c2ccc(Cl)cc2)CC1,nt,nt,33,nt,-2%,nt,-12,nt,nt,-58%[inhibitor]
C=CCN=C1S/C(=C\c2ccc(N(C)C)cc2)C(=O)N1CC=C,6,8%,-8,14%,8%,8%,11,3%,1,-7%
CN(CC(=O)Nc1ccc(Cl)cc1)C(=O)c1cccc(S(=O)(=O)N2CCN(Cc3ccccc3)CC2)c1,8,nt,-4,nt,-3%,nt,-16,4%,nt,-20%
Cn1c(SCC(=O)OC2CCCCC2)nnc1-c1ccco1,2,7%,-9,?,1%,-2%,-9,nt,6,-5%
CCOc1ccc(NC(=O)c2ccc(N)cc2)cc1,?,3%,2,-5%,1%,1%,22,-3%,2,6%
COc1ccc(CCNC(=O)CN(C)S(=O)(=O)c2ccc3nc(C)sc3c2)cc1OC,0,9%,-5,7%,3%,3%,12,1%,2,14%
C=CCOc1ccc(/C(O)=C2/C(=O)C(=O)N(CCCn3ccnc3)C2c2cccs2)cc1 (stereo not drawn),-1,8%,-8,23%,1%,0%,-5,11%,9,-5%
COC(=O)[C@]1(Cc2ccccc2)N[C@H](c2ccc(SC3CCCCC3)c(OC)c2)[C@@H]2C(=O)N(C)C(=O)[C@@H]21,nt,nt,-2,nt,-5%,nt,-16,-6%,nt,-22%
NS(=O)(=O)c1ccc(NC(=S)Nc2ccc(S(=O)(=O)N3CCCC3)cc2)cc1,-1,7%,1,-13%,0%,0%,10,2%,1,?
NS(=O)(=O)c1ccc(CCNC(=O)C2CCN(S(=O)(=O)c3ccccc3)CC2)cc1,-2,-2%,-5,-1%,0%,-1%,-7,2%,3,?
COc1ccc(/C=C/C(=O)NC2CCCCCCC2)cc1S(=O)(=O)N1CCOCC1,-2,0%,-2,nt,-5%,0%,-10,-8%,3,-18%
Cn1cnnc1SCC(=O)c1c(N)n(Cc2ccccc2)c(=O)n(C)c1=O,0,13%,-1,-9%,-3%,-2%,-8,-4%,-1,0%
COC(=O)c1ccccc1C(=O)N1CCCC(C(=O)c2ccc(OC)c(OC)c2)C1 (stereo not drawn),-5,-10%,1,3%,2%,5%,-15,-7%,nt,-22%
Cc1cc(C)c2c(N)c(C(=O)c3ccccc3)oc2n1,-1,17%,-15,6%,2%,0%,-4,nt,-4,3%
Nc1nc(COC(=O)C2CC(=O)N(Cc3ccccc3Cl)C2)nc(Nc2ccccc2)n1 (stereo not drawn),2,nt,7,nt,-1%,nt,3,14%,nt,0%
S=C1NC2=C(CCCC2=C2SCCS2)C(c2ccccc2)N1 (stereo not drawn),-2,0%,1,nt,-2%,11%,-2,-5%,0,16%
CC(=O)Nc1ccc(S(=O)(=O)Nc2ccc(F)c([N+](=O)[O-])c2)cc1,0,-10%,-5,?,0%,-1%,-43,-2%[11.5 µM],0,-24%
CC(C)(C)OC(=O)N1CCC(C(=O)N[C@H](Cc2ccccc2)C(=O)O)CC1,2,-6%,5,4%,2%,2%,-1,-1%,-1,-5%
Cc1ccc(N=Nc2c(N)nn3c(C)cc(C)nc23)cc1,-4,7%,3,?,-3%,-3%,4,0%,0,9%
COc1ccc(NC(=O)COC(=O)c2ccc(S(=O)(=O)N(C)c3ccccc3OC)cc2)cc1,nt,nt,2,nt,-1%,nt,5,nt,nt,13%
N#Cc1ccc2c(c1)nnn2-c1ccccc1,nt,nt,-11,nt,0%,nt,8,nt,nt,20%
O=C(COC(=O)C1CCN(S(=O)(=O)c2ccc(Cl)c(C(F)(F)F)c2)CC1)NCc1ccco1,9,nt,-3,nt,4%,nt,-5,-20%,nt,17%
O=[N+]([O-])c1ccn(-c2nc(-c3cccs3)cc(C(F)(F)F)n2)n1,1,18%,-4,20%,-2%,-1%,-3,2%,-1,-2%
CN1C(=O)CSc2ccc(NC(=O)NCc3ccco3)cc21,14,?,5,-8%,-1%,1%,0,nt,1,26%
CCc1sc(NC(=O)CN2CCC(C(N)=O)CC2)nc1-c1ccccc1,25,15%,3,2%,-2%,7%,-3,-4%,1,?
O=C(CSC1=NC(=O)C(Cc2ccccc2)C(=O)N1)NC1CCCCC1 (stereo not drawn),0,0%,5,-6%,5%,-1%,1,-4%,8,-15%
O=C(N/N=C1\CCCc2c1[nH]c1ccc(Cl)cc21)c1ccncc1,-2,-9%,-3,7%,?,3%,25,-5%,3,-4%
COc1ccc2c(c1)cc1c(=O)n(CC(=O)NCCCN3CCOCC3)nc(C)n12,7,-11%,-6,11%,3%,8%,1,-7%,-1,-2%
CC(=O)c1cccc(NC(=O)C2CCN(S(C)(=O)=O)CC2)c1,5,-2%,-5,3%,6%,-3%,12,-4%,1,27%
Cc1ccc(N2NC(C)(c3cccs3)NC2=S)cc1 (stereo not drawn),0,-10%,-11,0%,3%,4%,-3,1%,0,0%
C/C(=C\c1ccccc1)CN1CCC(C(=O)N2CCCC(C)C2)CC1 (stereo not drawn),13,-7%,nt,-2%,4%,8%,-9,4%,1,-48%[inhibitor]
CC(C)c1ccc(-c2cc(C(=O)NN3CCN(C)CC3)c3ccccc3n2)cc1,5,-1%,21,-14%[11.5 µM],6%,nt,5,3%,-4,-37%
COc1ccc(CNC(=O)COc2ccc(S(=O)(=O)N3CCOCC3)cc2)cc1,3,nt,12,nt,-2%,nt,-22,0%,nt,4%
Clc1cccc(N2CCN(c3nnnn3-c3ccccc3)CC2)c1,25,-1%,nt,0%,-4%,1%,-4,6%,2,?
